TIM10 inh – TIM10 yeast growth inhibition; S. cerevisiae TIM10 strain growth, BacTiter-Glo luminescence, 24 h; inhibition, % at 10 µM; 1.4% of 330,000 active; AID 463195;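 active = inhibition of 40% or more at the single tested concentration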;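 note: wild-type TIM10 isogenic control strain grown at permissive 25 °C; 0% = DMSO yeast wells and 100% = minimal medium wells without yeast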
CHOP UPR activ – apoptotic UPR (CHOP) activation; AID 449763; activation, % at 10 µM; 0.34% of 330,000 active; CHO-CHOP luciferase reporter, luminescence; percent of tunicamycin response over DMSO baseline;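 active = at 10 µM dose, activation of 40% or more, normalized to positive control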;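 note: 100% = tunicamycin at 10 µg/mL and 0% = DMSO alone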
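Assay system: CHO-CHOP cells, stable luciferase reporter of PERK-eIF2a-CHOP signalling / Buffer or medium: F12 plus 10% serum / Compound dosing: one dose, 10 µM in 0.5% DMSO / Times: 6 h compound treatment, 37 °C / Technique: luciferase luminescence / Read-out: % reporter activation, DMSO baseline versus tunicamycin full activation / Benchmarks: tunicamycin and DMSO controls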
tim23-1 inh – inhibits growth of tim23-1 mutant yeast | S. cerevisiae tim23-1 growth, BacTiter-Glo luminescence, 24 h | inhibition, % at 20 µM | 1.3% of 330,000 active | AID 463212;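 active = growth inhibition of the mutant yeast at or above 50%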;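 note: temperature-sensitive mutant grown at 25 °C; plate controls were DMSO-treated mutant yeast for no effect and medium wells lacking yeast for full effect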
UPR XBP1 act – activators of adaptive arm of unfolded protein response (XBP1) | CHO-XBP1 luciferase reporter, IRE1-XBP1 UPR activation, luminescence; percent of tunicamycin response, DMSO as zero | activation, % at 20 µM | 0.33% of 330,000 active;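 active = versus positive control, 20 µM dose yields 30% or more activation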;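 note: 100% = tunicamycin at 10 µg/mL and 0% = DMSO only wells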
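Material: CHO-XBP1 cells stably carrying IRE1-XBP1-driven luciferase reporter / Amount: 1000 cells per well / Compound: 20 µM, 1% DMSO / Times: 6 h treatment, 37 °C / Detection: luciferase luminescence / Measure: % activation of reporter signal versus tunicamycin and DMSO controls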
Mdm2 MdmX PPI – disrupts the human Mdm2-MdmX interaction; SaOS-2 split-luciferase Mdm2/MdmX complementation, luminescence; inhibition, % at 8 µM; 3% of 330,000 active;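 active = inhibition of at least 50% at 8 µM in the primary screen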
Target sequence (O15151 whole entry, looked up): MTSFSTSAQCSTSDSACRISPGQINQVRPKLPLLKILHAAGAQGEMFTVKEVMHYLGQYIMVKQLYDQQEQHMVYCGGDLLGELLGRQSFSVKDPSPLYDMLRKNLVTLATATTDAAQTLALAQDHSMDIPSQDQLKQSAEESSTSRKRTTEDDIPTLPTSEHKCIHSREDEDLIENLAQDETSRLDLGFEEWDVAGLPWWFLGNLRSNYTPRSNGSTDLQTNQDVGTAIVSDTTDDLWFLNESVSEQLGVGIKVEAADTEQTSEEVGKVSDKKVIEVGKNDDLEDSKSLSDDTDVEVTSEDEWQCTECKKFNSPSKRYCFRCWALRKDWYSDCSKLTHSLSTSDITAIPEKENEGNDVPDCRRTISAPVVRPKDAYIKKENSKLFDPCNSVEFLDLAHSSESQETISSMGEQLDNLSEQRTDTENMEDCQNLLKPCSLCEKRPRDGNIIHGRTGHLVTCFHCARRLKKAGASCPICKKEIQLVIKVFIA
Target sequence (Q00987 whole entry, looked up): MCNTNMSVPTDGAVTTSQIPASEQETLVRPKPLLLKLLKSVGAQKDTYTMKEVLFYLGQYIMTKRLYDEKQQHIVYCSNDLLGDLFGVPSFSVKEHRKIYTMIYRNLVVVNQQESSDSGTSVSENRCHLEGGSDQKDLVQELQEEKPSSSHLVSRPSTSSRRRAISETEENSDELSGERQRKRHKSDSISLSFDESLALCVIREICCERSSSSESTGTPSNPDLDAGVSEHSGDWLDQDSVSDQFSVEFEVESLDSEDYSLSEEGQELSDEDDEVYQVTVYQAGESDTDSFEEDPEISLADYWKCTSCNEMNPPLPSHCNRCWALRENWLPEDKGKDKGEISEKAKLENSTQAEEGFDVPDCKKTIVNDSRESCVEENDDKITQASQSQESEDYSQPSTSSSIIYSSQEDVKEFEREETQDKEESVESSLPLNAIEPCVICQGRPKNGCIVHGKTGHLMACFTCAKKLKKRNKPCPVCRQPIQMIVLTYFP
697 NFkB inh – lowers PMA/ionomycin-induced NF-kB signal in 697 B cells; AID 435022; 0.33% of 330,000 active; inhibition, % at 4 µM; 697 B-cell NF-kB luciferase reporter, 16 h; in the data active = inhibition above about 35%
Jurkat NFkB inh – inhibitors of the PMA/ionomycin-induced NF-kB reporter in Jurkat cells; PMA/ionomycin-induced NF-kB luciferase reporter, luminescence; inhibition, % at 4 µM; 0.53% of 330,000 active; AID 435003; in the data active = inhibition above about 50%
tim10-1 inh – tim10-1 yeast growth inhibition | S. cerevisiae tim10-1 ts strain growth, BacTiter-Glo, 24 h | inhibition, % at 20 µM | 2.2% of 330,000 active;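 active = inhibition of at least 40%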;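 note: mutant grown at 25 °C; 0% = DMSO wells with yeast and 100% = wells holding no yeast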
* marks the source's active call; other numbers are inactive results; . = no result given.

canonical_smiles | UPR XBP1 act | Jurkat NFkB inh | CHOP UPR activ | tim23-1 inh | tim10-1 inh | 697 NFkB inh | Mdm2 MdmX PPI | TIM10 inh
CCN=C1S/C(=C\c2cc(Cl)c(OC)c(OC)c2)C(=O)N1CC | 14 | 10 | 2.5 | 1 | -17 | 0 | 25 | 24
C=CCNc1nc(C(=O)OCC)nc2ccccc12 | 0 | -9 | -0.6 | -2 | 19 | -19 | -4 | 0
COc1cc(Cl)c(C)cc1NC(=O)CCCn1c(=O)oc2ccccc21 | -1 | -11 | 0.0 | 19 | 26 | -18 | 4 | 1
O=C(CSCc1ccc(Br)cc1)N1CCCC1 | 4 | -13 | 1.9 | 12 | -1 | -16 | -5 | -3
Cc1cccc(CC(=O)N2CCCC2)c1 | -3 | 2 | 0.9 | -1 | -3 | 5 | -9 | 3
CC(=O)N[C@@H]1[C@@H](O)[C@@H]2OC(c3ccccc3)OC[C@H]2O[C@@H]1N=[N+]=[N-] (stereo partly drawn) | -3 | -3 | 1.3 | 5 | -14 | -7 | 9 | -14
CCN(Cc1cc(=O)n2cc(Cl)c(C)c(Cl)c2n1)Cc1nc2ccccc2c(=O)[nH]1 | 1 | -18 | -0.8 | -12 | -13 | 14 | -7 | -20
CCc1c(C)nc(SC)n(CC#N)c1=O | 0 | 8 | -1.0 | 24 | 11 | -24 | -20 | 26
CCOc1cc(C(=S)N2CCCC2)ccc1OC(=O)Cc1ccc(F)cc1 | -6 | 18 | -1.0 | 12 | 26 | 3 | -17 | 15
O=C1S/C(=C/c2ccccc2)C(=O)N1CC(O)Cn1c2ccccc2c2ccccc21 (stereo not drawn) | 1 | -10 | -1.9 | 5 | 15 | -9 | 6 | 27
COc1ccc(OC)c(C2SCCN2S(C)(=O)=O)c1 (stereo not drawn) | 0 | -9 | -2.2 | 2 | 13 | 16 | -9 | 6
COc1cc(CCC(=O)Nc2ccncc2Cl)cc(OC)c1OC | -4 | 6 | -0.9 | 7 | 2 | 0 | 5 | -9
CCc1ccc(NCc2ccc(OC)c(Cn3ccnc3)c2)cc1 | 3 | -8 | 3.2 | -214 | -87 | -8 | 2 | 1
COc1cc(OC)c(/C=N/N2CCN(c3ccccc3OC)CC2)c(OC)c1 | 0 | -18 | -1.2 | 16 | 1 | -21 | -1 | 0
COc1cccc(CN2C(=O)c3ccccc3C2C(=O)NCC2CCCO2)c1 (stereo not drawn) | -1 | 2 | -0.6 | 2 | 16 | -11 | -9 | -8
Cc1cc(S(=O)(=O)N2CCCC(C)C2)ccc1-n1cnnn1 (stereo not drawn) | -4 | -1 | 0.2 | 2 | -1 | -1 | 25 | -15
CCC(C)(C)n1nnnc1C(c1cccc(C#N)c1)N1CCN(c2cccc(C)c2C)CC1 (stereo not drawn) | 1 | 12 | 1.5 | 9 | 14 | -2 | 15 | 13
O=C(COC(=O)CNS(=O)(=O)c1ccc(F)c(F)c1F)NC1CCCC1 | 2 | -1 | -0.1 | 11 | 6 | -11 | -3 | 5
CCOC(=O)C1=CN(Cc2cccc(-c3cccnc3)c2)S(=O)(=O)N(C)C1C (stereo not drawn) | 3 | . | 2.1 | 46 | 17 | -19 | -9 | -1
COc1ccc(/C(C)=N/Nc2cc(C(F)(F)F)ccc2Cl)c(OC)c1 | -1 | -14 | -0.8 | -17 | -3 | 1 | -7 | -18
CCOc1cccc(C(=O)NNC(=O)C2C3C=CC(C3)C2C(=O)O)c1 (stereo not drawn) | -3 | 16 | 1.2 | 6 | 8 | 14 | 11 | 10
COC(=O)c1ccc(-c2noc(CN(Cc3ccncc3)CC3CCCO3)n2)cc1 (stereo not drawn) | -3 | -3 | -0.4 | -31 | -10 | 4 | 10 | 10
CC(=O)NC12CC3CC(C1)CC(C(=O)OCC(=O)c1ccc4c(c1)OCCO4)(C3)C2 | -9 | -164 | -4.2 | 30 | 16 | -8 | 10 | 7
CCCCN1CC(=O)N2[C@H]3c4cc(C)ccc4OC[C@@H]3[C@H](c3ccccc3)[C@]2(C)C1=O | -2 | -2 | 0.0 | 33 | 16 | 6 | -13 | 13
CSc1ncc(Cl)c(C(=O)Nc2ccccc2Br)n1 | 4 | 0 | -0.3 | -15 | 5 | 3 | 0 | 2
O=C1CCCCN1CCCC(=O)N1CCCC(Nc2ccc(F)c(F)c2)C1 (stereo not drawn) | -3 | -3 | 0.2 | 10 | 20 | -5 | 3 | 2
O=C(CCNS(=O)(=O)c1ccc(Cl)cc1)N1CCN(c2ncccn2)CC1 | 0 | -5 | 1.0 | 10 | -2 | 10 | 30 | 2
O=c1oc(Cc2ccccc2)nc2ccccc12 | -4 | -12 | -0.5 | 9 | 15 | -5 | -10 | 5
CCOC(=O)C1C2C=CC3(CN(Cc4ccccc4)C(=O)C13)O2 (stereo not drawn) | -2 | -16 | 0.2 | 7 | -5 | 13 | -28 | -39
Cc1cc(C)c2nc(Cl)c(C3NC(=O)c4ccccc4N3)cc2c1 (stereo not drawn) | -2 | 17 | -1.4 | -36 | -34 | -3 | 44 | -49
CCC(=O)Nc1cccc(-c2nnc(-c3ccccc3)o2)c1 | 4 | -47 | 4.1 | 3 | -17 | -59 | -34 | 8
CCC(C)C(=O)Nc1cc(C(=O)OC)ccc1C(=O)OC (stereo not drawn) | -1 | -7 | 1.0 | 11 | -7 | 28 | 18 | -23
CC(CN1CCNCC1)(NS(=O)(=O)c1ccccc1)c1ccccc1 (stereo not drawn) | -2 | -12 | 1.5 | -12 | 9 | -7 | 47 | 8
COc1ccc(/C=C(\C#N)C(=O)Nc2cccc3ncccc23)cc1OC | -1 | -1 | -1.9 | 48 | 35 | -2 | -16 | 36
CC(C)(C)c1ccc(-c2ccc3c(c2)S(=O)(=O)c2ccccc2C3=O)cc1 | 1 | -49 | 1.7 | 9 | -4 | 4 | 46 | 0
CCOC(=O)c1sc2nc(CN3CCN(c4cccc(C(F)(F)F)c4)CC3)[nH]c(=O)c2c1C | -1 | -6 | -1.6 | 9 | 8 | -2 | 11 | 7
COC(=O)C1=C(C)NC(=O)/C1=C\N(C)C | 1 | -5 | -0.1 | 11 | -12 | 1 | 14 | -6
O=C(O)c1ccccc1CSc1nc2ccccc2[nH]1 | -4 | -22 | 2.0 | 8 | 19 | -31 | 14 | -12
COc1ccc(-c2noc(CCC(=O)N3CCN(c4cccc(C(F)(F)F)c4)CC3)n2)cc1 | -3 | -6 | -4.5 | 32 | 34 | -42 | 14 | 21
Cc1cc(C)nc(NS(=O)(=O)c2ccc(NC(=O)CCC(=O)O)cc2)n1 | 0 | -4 | 0.5 | -4 | -11 | 8 | -20 | 13
Cc1cccc(C(C(=O)NC2CCCCC2)N(C(=O)c2csnn2)C2CC2)c1 (stereo not drawn) | -5 | -3 | 0.9 | 7 | 9 | 1 | -8 | -7
CC(C)(C)n1nc2c(c1NC(=O)c1cccc(C(F)(F)F)c1)CS(=O)C2 (stereo not drawn) | 0 | 0 | 0.6 | -6 | 1 | 11 | 24 | -5
CC1CCCN(S(=O)(=O)c2ccc(-c3ccc(=O)[nH]n3)o2)C1 (stereo not drawn) | -1 | -9 | 1.3 | -15 | 0 | -14 | 7 | -8
CCC(C)NS(=O)(=O)c1ccc(OCC(=O)NCc2cccnc2)cc1 (stereo not drawn) | 0 | 2 | -0.2 | 6 | 5 | 7 | -11 | 5
CN(CCNC(=O)c1ccc(N2CCCC2=O)cc1)CCc1ccccc1 | -5 | -20 | -1.9 | 3 | 3 | 3 | 7 | -11
Cc1ccc(-n2nnnc2SCC(=O)N2CCN(C(=O)c3ccco3)CC2)c(C)c1 | -1 | 8 | -1.9 | 6 | 10 | 12 | 5 | 7
COc1ccc(-n2cc(CNCCc3nc(C)cc(C)n3)c(-c3ccccc3Cl)n2)cc1 | -3 | 10 | -0.3 | 17 | 16 | 4 | 24 | 9
Cc1cccc(NC(=S)N(C)C2(c3ccccc3Cl)CCCCC2=O)c1 (stereo not drawn) | 0 | 5 | -0.1 | 25 | 34 | 3 | 2 | 17
COc1cccc(C(=O)Nc2cc(C(F)(F)F)ccc2Cl)c1 | 1 | -9 | -0.1 | 30 | 31 | 11 | -12 | 27
CCCCCC/C=N/Nc1nnc(Cc2ccc(OC)c(OC)c2)c(=O)[nH]1 | 4 | -11 | -1.2 | 11 | 2 | 5 | -26 | 10

Whole records, looked up by structure:
Cc1cccc(C(C(=O)NC2CCCCC2)N(C(=O)c2csnn2)C2CC2)c1 (stereo not drawn) is entered as UPR XBP1 act = -5; Jurkat NFkB inh = -3; CHOP UPR activ = 0.9; tim23-1 inh = 7; tim10-1 inh = 9; 697 NFkB inh = 1; Mdm2 MdmX PPI = -8; TIM10 inh = -7
O=C(O)c1ccccc1CSc1nc2ccccc2[nH]1 is entered as UPR XBP1 act = -4; Jurkat NFkB inh = -22; CHOP UPR activ = 2.0; tim23-1 inh = 8; tim10-1 inh = 19; 697 NFkB inh = -31; Mdm2 MdmX PPI = 14; TIM10 inh = -12
CCC(C)C(=O)Nc1cc(C(=O)OC)ccc1C(=O)OC (stereo not drawn) is entered as UPR XBP1 act = -1; Jurkat NFkB inh = -7; CHOP UPR activ = 1.0; tim23-1 inh = 11; tim10-1 inh = -7; 697 NFkB inh = 28; Mdm2 MdmX PPI = 18; TIM10 inh = -23

Remaining list, next part.
canonical_smiles | UPR XBP1 act | Jurkat NFkB inh | CHOP UPR activ | tim23-1 inh | tim10-1 inh | 697 NFkB inh | Mdm2 MdmX PPI | TIM10 inh
CCOC(=O)C1CCN(c2ncnc3c2cnn3-c2ccc(Cl)cc2)CC1 | -4 | 24 | 0.5 | 16 | 22 | 61* | 17 | 2
CCOC(=O)c1c(C)[nH]c(C(=O)Nc2ccc(C)c(Cl)c2)c1C | 2 | -165 | 7.7 | 17 | 22 | -166 | -142 | 25
CN1CCN(NC(=O)C23CC4CC(CC(C4)C2)C3)CC1 | 2 | 8 | 0.8 | -10 | 1 | -14 | -5 | 12
CCOC(=O)C1=C(c2ccccc2)NC(SC)=C(C#N)C1c1ccco1 (stereo not drawn) | 0 | 4 | 5.5 | 15 | 17 | 35 | 10 | 23
COC(=O)Cc1[nH]c(=S)[nH]c1C(=O)OC | -2 | -4 | -0.8 | 16 | -2 | 8 | 16 | -5
O=C(CSc1nc2nn(-c3ccccc3)c(=O)c-2c2n1CCCCC2)c1ccc(O)c(O)c1 | 3 | -10 | 1.0 | 15 | -1 | 8 | 22 | -23
Cc1cccc(NC(=O)CCS(=O)(=O)c2cccc3nonc23)c1C | 5 | -12 | 1.6 | -8 | -9 | 27 | -8 | -15
CC(C)NC(=O)C1CCCN(S(=O)(=O)c2ccc(-n3cnnn3)cc2)C1 (stereo not drawn) | -2 | 15 | 1.5 | -12 | 17 | 2 | 21 | -15
O=C(CSc1ccc(-c2ccco2)nn1)c1ccccc1 | 1 | 10 | 5.7 | 24 | 22 | -15 | -28 | 18
CS(=O)(=O)N(Cc1ccco1)CC(O)Cn1cc(C=O)c2ccccc21 (stereo not drawn) | -1 | -2 | -1.2 | 1 | 25 | 3 | -22 | -12
COc1cc2c(OC(C)=O)c3c(c(-c4ccc5c(c4)OCO5)c2cc1OC)C(=O)OC3 | -5 | 7 | 3.3 | 9 | 32 | -58 | 86* | -26
COc1cc(OC)cc(-c2cc3ncccc3cn2)c1 | 2 | -17 | 8.1 | 27 | 8 | 3 | -13 | 9
O=C(c1ccncc1)c1ccc(N2CCN(C3CC(=O)N(Cc4ccccc4)C3=O)CC2)cc1 (stereo not drawn) | -5 | 11 | 0.2 | 7 | 24 | -15 | 25 | 14

Bioassay records (PubChem BioAssay)
